Screening data (PubChem)
SENP8 block – inhibitors of human SENP8 protease; inhibition, % at 10 µM; hit rate 1.2% among 330,000; Q96LD8; purified SENP8, Z-RLRGG-aminoluciferin cleavage, luminescence
Gli-Sufu block – antagonists of Gli-Sufu signaling | inhibition, % at 5 µM | AID 588413 | hit rate 0.74% among 340,000 | Sufu-KO-LIGHT fibroblasts, Gli luciferase reporter luminescence;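 active = inhibition above about 55%, limit read from the data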;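 also: 0% = DMSO-treated cells and 100% = wells with medium but no cells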
CCR6 antag – antagonists of human CCR6 receptor | CHO-K1 CCR6 PathHunter beta-arrestin, luminescence, CCL20-stimulated | inhibition, % at 20 µM | hit rate 0.49% among 340,000;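 active = compounds whose inhibition of the agonist-driven luminescence signal at 20 µM reaches about 50%, limit read from the data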;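 also: cells stimulated with CCL20 at 14 nM final; plate controls were DMSO with CCL20 for no effect and DMSO without agonist for full effect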
Target sequence (P51684 whole entry, looked up): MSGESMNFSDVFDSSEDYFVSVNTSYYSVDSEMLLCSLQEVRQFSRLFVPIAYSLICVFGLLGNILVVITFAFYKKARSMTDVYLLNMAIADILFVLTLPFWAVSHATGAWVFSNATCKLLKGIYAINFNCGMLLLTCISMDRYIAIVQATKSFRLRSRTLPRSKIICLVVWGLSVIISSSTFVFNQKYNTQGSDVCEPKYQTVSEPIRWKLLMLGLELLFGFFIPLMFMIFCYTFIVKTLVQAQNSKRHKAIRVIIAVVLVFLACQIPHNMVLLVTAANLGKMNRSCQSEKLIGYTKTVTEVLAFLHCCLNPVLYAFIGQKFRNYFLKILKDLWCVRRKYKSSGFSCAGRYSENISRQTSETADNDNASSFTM
EBI2 antag – blocks human EBI2 receptor beta-arrestin signaling; inhibition, % at 5 µM; EBI2 beta-arrestin recruitment, luminescence, 7a,25-OHC stimulated; hit rate 0.81% among 360,000; P32249; in the data active = inhibition above about 38%;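 also: enzyme fragment complementation signal reports receptor beta-arrestin coupling in cells; 0% = agonist plus DMSO wells and 100% = wells without agonist; some results beyond the cut were filed as inactive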
Target sequence (P32249 whole entry, looked up, the tested form may be a part): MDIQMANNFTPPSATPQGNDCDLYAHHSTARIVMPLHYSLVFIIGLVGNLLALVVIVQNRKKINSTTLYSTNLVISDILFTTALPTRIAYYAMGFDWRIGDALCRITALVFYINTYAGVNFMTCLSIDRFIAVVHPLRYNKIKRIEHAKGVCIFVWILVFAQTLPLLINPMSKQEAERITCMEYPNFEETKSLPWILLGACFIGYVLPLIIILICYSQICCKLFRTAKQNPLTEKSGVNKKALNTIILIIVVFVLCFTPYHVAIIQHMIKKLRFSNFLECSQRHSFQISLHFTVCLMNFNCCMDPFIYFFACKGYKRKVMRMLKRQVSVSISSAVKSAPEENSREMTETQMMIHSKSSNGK
Jurkat NFkB inh – lowers PMA/ionomycin-induced NF-kB signal in Jurkat cells | PMA/ionomycin-induced NF-kB luciferase reporter, luminescence | inhibition, % at 4 µM | hit rate 0.53% among 330,000
697 NFkB inh – lowers PMA/ionomycin-induced NF-kB signal in 697 B cells | 697 B-cell NF-kB luciferase reporter, 16 h | inhibition, % at 4 µM | hit rate 0.33% among 330,000; in the data active = inhibition above about 35%
UBC13 inh – human UBC13 polyubiquitination inhibition; P61088; hit rate 0.47% among 330,000; UBC13 polyubiquitin chain formation, TR-FRET; inhibition, % at 20 µM; in the data active = inhibition above about 45%, passing the limit was not always enough; inconclusive = no clear call, values can overlap the other calls
Target sequence (P61088 whole entry, looked up): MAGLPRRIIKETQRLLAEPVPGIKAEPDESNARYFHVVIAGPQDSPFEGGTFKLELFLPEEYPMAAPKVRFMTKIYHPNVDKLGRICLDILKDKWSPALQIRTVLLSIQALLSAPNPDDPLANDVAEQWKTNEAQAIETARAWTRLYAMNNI
Apaf1 inhib – inhibitors of human Apaf-1 apoptosome. O14727. reconstituted apoptosome caspase-3 activity, DEVD-Rh110 fluorescence. inhibition, % at 20 µM. hit rate 0.71% among 330,000; active = inhibition of at least 40% at 20 µM;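 also: plate controls were DMSO wells for no effect and DEVD-CHO caspase inhibitor wells for full effect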
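Material: cell-free apoptosome with Apaf-1, procaspase-3 and caspase-9; Buffer or medium: Hepes pH 7.5 with detergent and BSA; Reagent: cytochrome c trigger plus (Z-DEVD)2-Rh110 caspase-3 substrate; Times: compound with Apaf-1, dATP, procaspase-3 30 min, then 50 min reaction, room temperature; Technique: Rh110 fluorescence intensity.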
Active calls of the source: *; ? = inconclusive; nt = no result given. Rule as the data show it, unless noted: active = inhibition above about 50%; inactive = the rest.

SMILES | SENP8 block | Gli-Sufu block | CCR6 antag | EBI2 antag | Jurkat NFkB inh | 697 NFkB inh | UBC13 inh | Apaf1 inhib
CCc1ccc2c(c1)cc(CN(C(=S)Nc1cccc(C)c1)C1CC1)c1nnnn12 | -11 | 3 | 10 | -8 | -1 | 2 | -6 | 10
Cc1cccnc1NC(=O)CCc1nnc2ccc(NCc3ccco3)nn12 | -9 | -3 | 9 | -12 | 1 | -44 | -10 | 8
CC(C(=O)Nc1ccccc1Oc1ccccc1)c1ccccc1 (stereo unspecified) | -1 | 3 | 24 | 30 | 4 | 11 | 0 | -1
O=C(CSc1nnnn1-c1ccc(Cl)cc1)N1CCNC1=O | -4 | -10 | 1 | -2 | 0 | 0 | 15 | -4
COc1ccc(NC2CCCN(C(=O)c3cccs3)C2)cc1 (stereo unspecified) | -4 | -3 | -2 | 2 | -4 | 3 | 1 | -7
CS(=O)(=O)c1ccc2nc(NC(=O)c3cccs3)sc2c1 | 84* | -56 | 0 | -1 | -55 | -149 | 3 | -2
CCNC(=O)CC1SC(=Nc2cccc(Cl)c2C)N(C)C1=O (stereo unspecified) | -4 | 29 | 12 | -2 | 5 | -18 | -9 | -3
COc1ccc(NC(=O)CN(C)C(=O)CN2C(=O)C3CCCCC3C2=O)cc1 (stereo unspecified) | 1 | -5 | 12 | 7 | -2 | 3 | -2 | 1
CCC(=O)Nc1c(S(=O)(=O)c2ccccc2)c2nc3ccccc3nc2n1Cc1ccccc1 | -3 | 9 | 10 | -8 | 10 | -2 | -9 | 49*
Cc1ccc2c(c1C)OC(=O)CC2(C)C | -2 | -6 | -6 | -6 | 0 | 4 | 0 | 0
COc1c(O)c(O)c2oc(-c3ccccc3)cc(=O)c2c1OC | 0 | 7 | 1 | -5 | 3 | -2 | -2 | 10
CCCCn1c(N)c(N(CC(C)C)C(=O)c2ccc(N3C(=O)c4ccccc4C3=O)cc2)c(=O)[nH]c1=O | -12 | -2 | 1 | -4 | 7 | -1 | -16 | 2
Cc1ccccc1NC(=O)Cn1cc(C(=O)C2CC2)c2ccccc21 | -7 | -4 | 6 | 1 | -3 | 2 | 7 | 10
CCC(CC)C(=O)N1N=C(c2ccc(NS(C)(=O)=O)cc2)CC1c1ccccc1 (stereo unspecified) | 2 | -2 | 9 | 21 | 12 | 15 | 32 | -25
O=C(COC(=O)Cc1ccccc1[N+](=O)[O-])NC1CCCC1 | -9 | -3 | 4 | -6 | -15 | -12 | -1 | 0
Cc1c(O)ccc2c(CN3CCN(Cc4ccccc4)CC3)cc(=O)oc12 | 11 | -11 | 3 | 5 | 14 | 7 | 16 | 7
Cc1cc(C)n2cc(CSc3nnc(-c4ccccc4)o3)nc2n1 | -1 | 4 | -7 | 9 | 14 | 9 | 2 | 2
Cc1sc(NC(=O)CSc2nc(N)n(CC(=O)c3ccccc3)n2)c(C#N)c1C | 8 | 0 | 10 | -2 | 11 | -4 | 4 | 0
Clc1ccc(-c2csc(N3CCN(c4ccccc4)CC3)n2)cc1 | -1 | 4 | -2 | -1 | -11 | -1 | -1 | 6
Cc1ccc2cc3c(NC(=O)C4CCCO4)nn(CC(C)C)c3nc2c1 (stereo unspecified) | -11 | -2 | -7 | 2 | -5 | 16 | -6 | 9
Cc1ccc(NC(=O)c2cccc3c2C(=O)N(C2CCCCC2)C3)c(Cl)c1 | 6 | 0 | 12 | 8 | -2 | 9 | -11 | 15
N#Cc1cc(Sc2ccccn2)c([N+](=O)[O-])cc1C#N | -13 | 32 | 2 | 5 | -8 | 24 | -12 | 14
CCOC(=O)c1c(NC(=O)COC(=O)c2cc(OC)c(OC)cc2[N+](=O)[O-])sc(C)c1C | 0 | 6 | 7 | 13 | -2 | -16 | -3 | -7
Cc1cc(N2CCCCC2)nc(-c2ccc(Br)cc2)n1 | -9 | -3 | 15 | 19 | -16 | -9 | 37 | 26
COc1cc(-c2nc(CN3CCCN(C(=O)c4ccco4)CC3)c(C)o2)ccc1F | -6 | 14 | 0 | -1 | -5 | -2 | 4 | 4
O=C(Nc1ccc(C(F)(F)F)cc1)C1CC(=O)N(c2ccc3c(c2)OCCO3)C1 (stereo unspecified) | 6 | -2 | 8 | 12 | -10 | -6 | 5 | 15
N#Cc1ccccc1OCC(=O)Nc1cccc(S(=O)(=O)N2CCCC2)c1 | 5 | -4 | 7 | 2 | 13 | 16 | 6 | -4
CC(Sc1nnc(-c2ccccc2F)n1C1CC1)C(=O)N1CCCC1 (stereo unspecified) | -4 | 3 | 1 | 1 | -8 | 1 | -6 | 1
O=c1c2cc3c(cc2[nH]c(=S)n1Cc1ccco1)OCO3 | -1 | -15 | 11 | -7 | 5 | 11 | 3 | -5
Cc1ccc(N2C(=O)c3n[nH]c(C)c3C2c2cccnc2)cc1 (stereo unspecified) | -9 | -2 | 5 | -1 | -7 | 2 | 4 | -17

As entered above:
Value for COc1cc(-c2nc(CN3CCCN(C(=O)c4ccco4)CC3)c(C)o2)ccc1F under SENP8 block: -6
Value for O=c1c2cc3c(cc2[nH]c(=S)n1Cc1ccco1)OCO3 under UBC13 inh: 3

Next section
SMILES | SENP8 block | Gli-Sufu block | CCR6 antag | EBI2 antag | Jurkat NFkB inh | 697 NFkB inh | UBC13 inh | Apaf1 inhib
CC(=O)NCCC(=O)N(Cc1ccccc1)c1nc2c(C)cccc2s1 | 5 | 8 | -4 | 9 | 1 | -9 | 36 | 25
CC(C)(C)OC(=O)NCc1ccc(NC(=O)c2nc[nH]c2C(=O)NCCCCCCNC(=O)c2[nH]cnc2C(=O)Nc2ccc(CNC(=O)OC(C)(C)C)cc2)cc1 | 12 | 12 | -15 | -51 | -3 | 2 | -14 | 12
COc1cc(OC)c(OC)cc1/C=C/c1cc(C(=O)O)c2ccccc2n1 | 0 | -1 | -5 | -1 | 8 | 13 | -9 | -18
COCCSc1nnc(NC(=O)CS(=O)(=O)c2ccccc2)s1 | -1 | -9 | 14 | -7 | 18 | 13 | -1 | 5
NNC(=O)c1[nH]c(-c2ccccc2)cc1-c1ccccc1 | -12 | -4 | -15 | -9 | -8 | 11 | -12 | 24
O=S(=O)(N1CCCCCC1)N1CCN(S(=O)(=O)N2CCCCC2)CC1 | -1 | 4 | -8 | -1 | 4 | 17 | 6 | -2
Cc1ccc(-c2csc(SCC(=O)c3c(N)n(C4CC4)c(=O)[nH]c3=O)n2)cc1 | 9 | -7 | 4 | -15 | 5 | -121 | -9 | 2
O=C(CN1CCOCC1)Nc1ccccc1F | -1 | 2 | 8 | 7 | -6 | -1 | 2 | 0
O=C1CC(c2ccc3c(c2)OCO3)C2=C(CCCC2=O)N1 (stereo unspecified) | -4 | 2 | 5 | -4 | 1 | 1 | -2 | -6
COc1cc(C(=O)Oc2cccc(Nc3ncnc4ccccc34)c2)cc(OC)c1OC | -6 | 5 | 7 | -17 | -7 | -75 | 0 | -2
CCC(C)/C(C)=N/NC(=O)CSc1nc2ccccc2[nH]1 (stereo unspecified) | -1 | -8 | 11 | -4 | -10 | 2 | 7 | 2
CCC(=O)c1ccc(OCC(=O)OCC(=O)c2c(N)n(C)c(=O)n(C)c2=O)cc1 | -7 | 1 | 0 | 3 | -1 | 7 | -8 | 5
O=C(Cc1cccs1)Nc1ccc(Cl)c(S(=O)(=O)N2CCOCC2)c1 | -4 | 3 | 5 | 3 | -4 | -17 | -2 | 5
O=C(CSc1nnc(-c2ccc(Cl)cc2Cl)n1C1CCCCC1)N1CCCC1 | 2 | 8 | 12 | -1 | -4 | 0 | 3 | 8
COc1cc(/C=C(\C#N)C(=O)c2c(C)[nH]c3ccccc23)cc(OC)c1OC | -1 | 5 | 11 | 45* | -9 | 3 | 0 | -9
O=C(C1CCC1)N1CCc2cc(S(=O)(=O)N3CCc4ccccc4C3)ccc21 | -3 | nt | nt | nt | -24 | -39 | -2 | 13
CC(C)n1nnnc1SCC(=O)NCc1ccco1 | 1 | 8 | -17 | -9 | -9 | -8 | 1 | 0
Cc1cc(=O)[nH]c(SCC(=O)Nc2c(C)n(C)n(-c3ccccc3)c2=O)n1 | -1 | -10 | 3 | 4 | -3 | 4 | -1 | -9
Brc1cc(-c2ccccc2)nc(-c2ccccc2)n1 | 8 | -1 | -30 | 2 | -7 | 8 | -5 | -14
CCC(=O)Nc1cccc(C(=O)/C=C/c2cccs2)c1 | -9 | -35 | 18 | -13 | 7 | -4 | 3 | 1
COc1cccc(/C=C/C(=O)OCC(=O)c2ccc3c(c2)NC(=O)CO3)c1 | 6 | nt | 14 | 6 | -5 | 9 | -23 | 35
CCNc1nc(N)c(C(=O)C23CC4CC(CC(C4)C2)C3)s1 | -2 | 3 | 4 | 2 | -10 | 0 | 5 | -2
CCC(=O)Nc1ccccc1C(=O)OCC(=O)c1ccccc1 | -11 | -89 | 9 | 8 | -66 | -114 | 0 | -2
CN(C(=O)c1ccc2c(=O)n3c(nc2c1)CCCCC3)c1cccc(Cl)c1 | 3 | -1 | -4 | -9 | 9 | 15 | 6 | 7
CCOC(=O)C1CCN(Cc2cn[nH]c2-c2ccccc2)CC1 | 1 | 3 | 5 | -9 | -12 | 15 | 2 | 0
O=C(Cn1nc(C(=O)O)c2ccccc2c1=O)Nc1ccc2c(c1)C(=O)c1ccccc1C2=O | -3 | nt | nt | nt | -11 | 5 | 1 | -2
CC(C)NC(=O)c1cc(C(=O)c2cc(Cl)ccc2O)coc1=N | 2 | -63 | 2 | -1 | -2 | 14 | 2 | 5
COc1ccccc1C(=O)n1nc(-c2ccco2)nc1N | -3 | -5 | 5 | -10 | 0 | 11 | -2 | 1
O=C(/C=C/c1ccccc1)NC(NC(=S)Nc1ccc(C(=O)O)cc1)C(Cl)(Cl)Cl (stereo unspecified) | -3 | 3 | 9 | 2 | 5 | -3 | -9 | 11
COc1ccc2c(c1)C(c1ccc([N+](=O)[O-])cc1)=NNC(c1ccco1)=N2 | 2 | 0 | 17 | -10 | 6 | 6 | -2 | 1

For convenience, some entries already given.
SMILES | SENP8 block | Gli-Sufu block | CCR6 antag | EBI2 antag | Jurkat NFkB inh | 697 NFkB inh | UBC13 inh | Apaf1 inhib
CCC(=O)Nc1cccc(C(=O)/C=C/c2cccs2)c1 | -9 | -35 | 18 | -13 | 7 | -4 | 3 | 1
COc1cccc(/C=C/C(=O)OCC(=O)c2ccc3c(c2)NC(=O)CO3)c1 | 6 | nt | 14 | 6 | -5 | 9 | -23 | 35

(further entries)
SMILES | SENP8 block | Gli-Sufu block | CCR6 antag | EBI2 antag | Jurkat NFkB inh | 697 NFkB inh | UBC13 inh | Apaf1 inhib
Nc1cccc2c1C(=O)N(Cc1nnc(-c3ccccc3Br)o1)C2=O | -4 | 0 | 1 | 5 | -4 | -14 | 4 | 2
CCOC(=O)CC1=Nc2ccccc2NC(=O)C1 | -2 | 0 | 5 | -14 | 3 | 2 | -10 | 0
N#Cc1c(-c2ccco2)ccn(Cc2ccc(F)cc2)c1=O | -9 | -2 | -3 | 6 | 6 | -15 | -3 | -3
CN(C(=O)c1sc2nc(N3CCOCC3)c3c(c2c1N)CCCC3)c1ccccc1 | -9 | 12 | 16 | 12 | 3 | 0 | ? | 11
CCOc1ccc(NC(=O)c2ccc(NC(=O)CN3C(=O)C(=O)N(CC(C)C)C3=O)cc2)cc1 | -2 | -35 | 18 | -2 | -46 | -7 | -4 | 3
Cc1sc2ncnc(Nc3ccc(N4CCOCC4)cc3)c2c1-c1ccccc1 | 8 | 21 | 37 | 26 | 14 | 20 | 9 | 23
COc1ccc(CC(=O)OCc2cc(=O)n3cc(Br)ccc3n2)cc1OC | 2 | -7 | 2 | 7 | -6 | 10 | -13 | 1
CC(=O)N1CCCc2cc(S(=O)(=O)Nc3ccccc3C)ccc21 | -1 | -6 | 16 | -3 | -2 | 2 | -2 | -4
O=C(NCc1nnc(SCC(=O)N2CCN(c3ccccc3)CC2)o1)c1ccccc1 | -2 | 5 | 20 | 2 | -1 | 10 | -2 | 3
COc1ccc(C)cc1NC(=O)C(Sc1nnc(Nc2ccccc2F)s1)c1ccccc1 (stereo unspecified) | -8 | 1 | 19 | 42 | -1 | 10 | -7 | 11

Only part of the results is shown. The share of hits here may be higher or lower than overall.
